M17LAP inhibition – P. falciparum M17LAP inhibitors, primary screen, biochemical, fluorogenic H-Leu-NHMec substrate, 1536-well (AID 1619) | recombinant M17LAP, H-Leu-NHMec fluorogenic kinetic assay; higher % means a stronger effect | one-dose inhibition, % at 30 µM; IC50 in µM for titrated hits | 0.38% of 220,000 active;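 active = compound inhibiting the enzyme by more than half at any dose during confirmatory dose-response retesting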;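 also: plate controls were full reaction with DMSO carrier for no effect and no enzyme background for full effect; strong numbers were not always called active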
Dynein cargo inh – dynein cargo transport inhibition | z-score, hits read low | 3617.4 mouse cells, GR-EGFP nuclear translocation imaging; test concentration mostly 20 µM; stimulated with dexamethasone, 1 µM; hits give low values | 0.47% of 220,000 active | AID 1381;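 active = plate z-score of nuclear minus cytoplasmic receptor signal below a set negative limit, without overly bright fluorescence or cell loss, cut at about -3.5 in these data, passing the limit was not always enough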;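 also: z-score of nuclear minus cytoplasmic ring GR-EGFP intensity difference per well; some compounds called inactive have numbers as strong as hits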
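Buffer or medium: tetracycline-free induction medium containing charcoal-stripped FBS / Reagent: dexamethasone agonist, 1.0 µM final, for 30 min / Technique: automated 10x imaging of fixed Hoechst-stained cells / Times: induction 48 h, compound 1 h, agonist 30 min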
Autophagy mod – modulators of autophagy. MEF GFP-LC3 puncta imaging; test concentration mostly 10 µM. calls only at 10 µM (by protocol). 0.98% of 190,000 active. AID 463193;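 active = percentage of spot-positive cells more than 3 SD above its plate mean, without a fluorescence outlier flag or 80% toxicity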;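 also: spot-positive cell cutoff set from DMSO-treated cells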
P. falciparum M1AAP – P. falciparum M1AAP inhibitors, biochemical, fluorogenic H-Leu-NHMec substrate, 1536-well (AID 1445). recombinant M1AAP, H-Leu-NHMec fluorogenic kinetic assay; higher % means a stronger effect. inhibition, % at 30 µM, or IC50 in µM where a hit was titrated. 0.42% of 220,000 active;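 active = primary inhibition above the hit cutoff, then over 50% inhibition at one or more dose response concentrations, cut at about 23% in these data, passing the limit was not always enough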;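 also: plate controls were DMSO full reaction for no effect and no enzyme background for full effect; strong numbers were not always called active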
UTI89 phage lysis – protection from phage-mediated lysis, alamar blue read-out – E. coli UTI89, K1F phage, bacterial capsule biogenesis inhibitors (AID 488966); inhibition, % at 100 µM, or IC50 in µM where a hit was titrated; E. coli UTI89 K1F phage lysis, alamar blue, 2 h; higher % means a stronger effect; 0.02% of 340,000 active;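 active = phage lysis inhibition, versus mean bacterial control, above a set limit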;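 also: capsule biogenesis inhibitors block K1F phage lysis so surviving cells raise fluorescence; higher fluorescence means more inhibition of phage lysis; actives were called in the ten point dose series up to 300 µM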
MT stabilizer – microtubule stabilizers in HeLa cells; HeLa tubulin immunostaining HCS, 24 h; share of cells brighter than vehicle mean+2SD; % tubulin-high responders, % at 10 µM; 0.83% of 200,000 active; AID 2205;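 active = plate Z-score above 3 for both tubulin-high and condensed-nucleus cell shares, with cell loss under 80%, at 10 µM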;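 also: anti alpha tubulin signal scored within the nucleus-defined area of each cell; some results filed as inactive read as strong as hits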
Ins promoter up – MIN6 insulin promoter up-regulation; MIN6 insulin promoter-GFP reporter, high-content imaging; hits give high values; z-score at 5 µM; 0.3% of 190,000 active; AID 1625;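 active = z-score above 3 at 5 µM with at least 500 cells counted in the well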
ER stress rescue – protection against thapsigargin-triggered cell killing – 384-well, CSM14.1, ATP luminescence, primary screen (AID 1222). CSM14.1 thapsigargin-induced death rescue, ATP luminescence; higher % means a stronger effect. cellular ATP content (survival), % at 20 µM, or EC50 in µM where a hit was titrated. 190,000 tested, under 10 active;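 active = EC50 below 50 µM in the dose-response confirmation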;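 also: death triggered by thapsigargin at about 15 µM added after 2 h compound pretreatment; cell ATP read after overnight thapsigargin exposure of roughly 18 to 22 hours; normalized against plate controls of thapsigargin alone and 5% DMSO vehicle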
bCat nuc transl – alters nuclear translocation of beta-catenin in HeLa cells. 0.3% of 190,000 active. AID 1665. nuclear translocation activity, % at 5 µM. immunofluorescence imaging;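 active = nuclear translocation activity above 50% at 5 µM, with a well cell count of 50 or more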;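 also: per-cell ratio of nuclear to cytoplasmic median beta-catenin stain intensity; plate controls were DMSO negative control for no effect and GSK-3 inhibitor IX positive control for full effect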
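assay system = human HeLa cells, endogenous beta-catenin | times = compound treatment 24 h, 37°C, 5% CO2 | detection = Anti-beta-catenin immunofluorescence on PFA-fixed, Triton-permeabilized cells, DAPI nuclei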
Dynein cargo inh cytoplasmic EGFP – also measured in Dynein cargo inh; calls as there; z-score; measured here: cytoplasmic GR-EGFP intensity; hits give high values
Dynein cargo inh nuclear GR-EGFP – further read-out of Dynein cargo inh, marked with its call; z-score; measured here: nuclear GR-EGFP intensity;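 lower value marks the stronger effect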
Dynein cargo inh cell count – recorded beside Dynein cargo inh, whose call it bears; z-score; measured here: cell count per field
Ins promoter up cell count – second read-out of Ins promoter up, no call of its own (marks repeat the call); cell count; measured here: cytotoxicity, nuclei count;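 total cells summed across four imaged fields per well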
bCat nuc transl cell count 5 µM – further read-out of bCat nuc transl, marked with its call; cell count; measured here: cell count, cytotoxicity flag
MT stabilizer Hoechst-high % – further read-out of MT stabilizer, marked with its call; % Hoechst-high responders; measured here: nuclear condensation Hoechst responders;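 share of cells brighter than vehicle mean plus two SD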
MT stabilizer cytotoxicity % – also measured in MT stabilizer; calls as there; toxicity, %; measured here: cytotoxicity by cell density;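 0% = mean cell density of plate MIN control wells and 100% = no cells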
Autophagy mod cell loss 18 h – recorded beside Autophagy mod, whose call it bears; toxicity, %; measured here: cell loss, nuclei count;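 cell loss after 18 h compound exposure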
An asterisk follows results filed as active; i = inactive; . = not tested or not shown; + = active, no number. The order is random; 2.9% or so of the library scored in one or more.

SMILES	M17LAP inhibition	Dynein cargo inh	Dynein cargo inh cytoplasmic EGFP	Dynein cargo inh nuclear GR-EGFP	Dynein cargo inh cell count	Autophagy mod	Autophagy mod cell loss 18 h	P. falciparum M1AAP	UTI89 phage lysis	MT stabilizer	MT stabilizer Hoechst-high %	MT stabilizer cytotoxicity %	Ins promoter up	Ins promoter up cell count	ER stress rescue	bCat nuc transl	bCat nuc transl cell count 5 µM
Cc1cc(C)n2ncc(C(=O)NCc3ccc(Cl)cc3)c2n1	2%	-0.24	-0.1	0.23	0.067	i	-4	5%	1.7%	2.3	2.2	3.8	0.6	894	3.1%	-3.7	984
C/C(=N/OCO/N=C(\C)c1ccccc1F)c1ccccc1F	2%	0.027	-0.15	0.17	0.57	i	9	1%	0.2%	1.9	1.3	0.1	0.64	1370	-0.3%	.	.
O=C(N/N=C1\CCS(=O)(=O)c2ccc(F)cc21)c1ccc(O)cc1	14%	1.8	-0.17	1.7	-2.2	.	.	-4%	0.3%	.	.	.	0.85	850	.	0.6	1292
O=C(Cc1ccc(-n2cccc2)cc1)NC1CCCCCC1	9%	-0.39	-0.11	0.66	-1.4	i	23	11%	3.9%	2.2	1.1	4.7	-0.26	1152	1.5%	2.8	1145
Cc1nonc1OCCCNc1ccc([N+](=O)[O-])cc1Cl	-6%	0.48	-0.17	0.42	-0.27	i	4	8%	0.1%	1.5	2.3	1.5	-0.37	1165	2.1%	-1.3	1026
COc1ccc(C/C(C)=N/NC(=S)Nc2ccc(C)c(C)c2)cc1	6%	-0.9	-0.2	-0.67	0.75	i	4	9%	0.3%	4.6	2.8	6.8	-0.06	1496	-0.4%	-1.6	1211
CC(O)c1nc2ccccc2n1CC(=O)Nc1ccc2c(c1)OCCO2 (stereo unspecified)	-2%	-0.77	-0.36	-0.16	1.2	i	-2	-1%	0.3%	9.3	1.1	3.2	1.2	1158	-2.6%	-2.3	1041
O=C(Nc1ccc(F)cc1)c1cccc(NC(=O)C2C3CC4OC(=O)C2C4C3)c1 (stereo unspecified)	-5%	-0.13	-0.18	-0.063	0.2	i	1	2%	0.1%	3.0	2.3	2.0	0.99	849	-0.8%	.	.
CC1=NN(c2ccc(Cl)c(C(=O)O)c2)C(=O)C1	0%	0.29	-0.25	0.26	-0.17	i	1	5%	2.4%	2.0	2.5	7.6	-0.32	1432	1.4%	-1.1	1109
CN(C)n1cccc1/C=C(\C#N)S(=O)(=O)c1cccc(Cl)c1	-12%	0.27	-0.22	0.55	0.057	.	.	0%	.	.	.	.	0.52	1146	.	0.5	1287
COc1ccc2[nH]c3ccccc3c2c1	-12%	0.38	-0.43	0.36	-0.98	i	10	13%	0.3%	3.0	2.4	11	1.4	1307	-1.9%	-0.3	823
CC(=O)Nc1cccc(Nc2nc(-c3ccccc3)nc3ccccc23)c1	2%	1.6	-0.11	0.42	-1.9	i	21	6%	1.1%	2.4	2.3	9.1	-0.64	1188	0.8%	-0.8	1036
CCCCNC(=O)CSc1nc2ccsc2c(=O)n1CCCC(=O)NCCc1ccc(S(N)(=O)=O)cc1	-1%	-0.4	-0.28	-0.52	0.34	i	-8	5%	-0.1%	2.6	2.1	11	0.34	1266	0.3%	-1.3	1084
Cc1noc(C)c1C(=O)Nc1cccnc1	9%	0.12	-0.23	0.13	-1	i	-4	-1%	i	3.0	1.6	7.7	0.37	1829	0.0%	-2.2	1066
OC(CN1CCOCC1)c1ccc(F)cc1 (stereo unspecified)	-2%	1.4	-0.35	0.92	-0.49	i	0	-3%	-0.4%	3.9	1.9	7.6	-0.21	1319	.	-2.0	1105
O=c1c2ccccc2nnn1CSc1ccccc1	3%	-0.19	-0.25	-0.0076	0.28	i	-5	4%	2.0%	4.3	1.2	9.6	-0.42	1504	-2.4%	-2.4	1152
COCCN1CN(S(=O)(=O)c2ccccc2)c2nc3ccccc3nc21	-21%	0.64	-0.28	0.62	2	i	1	5%	0.9%	3.3	2.0	11	3.1*	1165*	-1.7%	.	.
Cc1ccc(C2C(C(=O)c3sc(-c4ccccc4)nc3C)=C(O)C(=O)N2CCN(C)C)o1 (stereo unspecified)	.	-0.66	-0.26	-0.17	1.2	i	2	.	1.1%	2.0	1.8	6.4	.	.	.	.	.
N#CC(c1nc2ccccc2nc1N1CCCC1)S(=O)(=O)c1cccs1 (stereo unspecified)	-36%	1	0.31	0.39	-0.55	i	6	23%	-0.1%	4.8	1.2	9.7	0.43	1089	-0.7%	-1.7	1219
S=c1[nH]nc(-c2ccco2)n1/N=C/c1ccc(Br)s1	2%	-0.5	-0.2	-0.32	0.11	i	0	2%	0.2%	1.1	1.8	4.4	-0.19	1519	-1.2%	-0.5	1383
Cc1ccc(OCC(=O)Nc2ccc([N+](=O)[O-])cc2)cc1	-6%	-0.82	-0.038	-0.72	1	i	0	0%	1.9%	2.0	2.3	5.9	0.23	1373	3.0%	-3.6	563
Cc1cccc(-n2nc3c(c2NC(=O)CCC2CCCCC2)CS(=O)C3)c1C (stereo unspecified)	13%	-1.4	-0.11	-0.56	0.4	i	-5	-2%	0.2%	1.7	1.0	2.9	-0.32	1428	1.4%	-4.6	1213
CCC(C)[C@H](NC(=O)NCCC1=CCCCC1)C(=O)O (stereo partly specified)	3%	0.36	-0.23	0.19	-0.3	.	.	4%	-0.1%	.	.	.	0.39	1127	.	1.9	1227
O=[N+]([O-])c1ccc(Sc2ccc(Cl)c(Cl)c2)nc1	5%	-0.34	1.5	0.63	0.1	i	14	15%	-0.1%	3.4	2.6	4.9	0.61	1518	-0.6%	-0.5	1349
CN1CCN(C(=S)Nc2cccc(S(=O)(=O)N(C)C)c2)CC1	-4%	1.4	-0.19	0.87	-1.2	i	-13	-2%	0.4%	2.8	0.6	0.8	-0.21	1180	-1.0%	-1.3	1193
COC(=O)N/N=C/c1cccs1	.	0.35	-0.23	0.72	-0.11	i	19	.	1.1%	3.7	2.0	7.3	-0.04	1537	-1.0%	1.5	864
CCOC(=O)C1=C(CSc2nc3c(cc2C#N)CCC3)OC(N)=C(C#N)C1c1ccccc1 (stereo unspecified)	14%	-0.7	0.0066	-0.35	0.49	i	19	7%	0.0%	3.2	2.5	4.0	.	.	0.5%	-3.9	1171
O=C(Nc1c(C(=O)NCc2ccco2)cnn1-c1ccccc1)c1cccc(F)c1	-1%	-0.44	-0.24	0.43	0.3	i	-40	0%	0.3%	2.7	1.4	5.4	1.3	1116	1.3%	-0.1	774
CC(C)CCCC(C)CCOC(=O)CN1CCCC1 (stereo unspecified)	3%	-0.71	-0.27	-0.43	0.6	.	.	6%	0.4%	.	.	.	0.04	1160	.	-0.3	1268
CC(C)NC(=O)NC(=O)COC(=O)CCOc1ccccc1	7%	-1	-0.25	-0.54	5.1	i	23	0%	0.1%	0.8	1.3	13	0.56	922	0.0%	.	.
CCOc1ccc2[nH]c(=O)c(C(c3nnnn3C3CCCCC3)N3CCN(C)CC3)cc2c1 (stereo unspecified)	-24%	0.15	-0.21	0.35	0.97	+	26*	-1%	0.5%	1.5	2.0	2.7	0.2	1245	-3.5%	-4.2	1252
COC(=O)c1ccccc1S(=O)(=O)Nc1ccc2cn[nH]c2c1	23%	-1.1	-0.33	-0.4	0.37	i	18	4%	5.5%	5.1	3.2	4.0	0.03	1280	-1.2%	-0.5	1045
CC(C)CC(COCc1cccc(Cl)c1)N1CCN(C(=O)c2cccc(C(F)(F)F)c2)CCC1=O (stereo unspecified)	7%	-0.16	-0.33	0.27	0.79	i	14	0%	-0.9%	2.7	2.1	9.9	0.84	1139	-2.4%	.	.
Cc1noc(NS(=O)(=O)c2ccc(NC(=O)c3ccc(Br)o3)cc2)c1C	-27%	0.25	-0.14	0.13	0.52	i	-16	9%	-0.1%	3.8	2.4	4.8	-0.36	1344	-0.6%	1.5	1349
CC(NC(=O)Nc1ccc(O)cc1)(C(F)(F)F)C(F)(F)F	23%	0.44	0.07	0.21	0.5	i	1	8%	3.0%	2.3	1.3	6.3	-0.14	898	-0.2%	-3.2	1207
CCCn1c(=O)c(C(=O)Nc2ncccc2C)c(O)c2ccccc21	-3%	2.2	-0.13	1.5	-1.6	i	16	-3%	-0.4%	.	.	.	0.03	1564	-0.3%	0.9	1470
Cc1ccc(NC(=O)c2cccc(F)c2)cc1S(=O)(=O)N1CCCCCC1	-1%	0.27	-0.33	0.55	0.27	i	10	5%	0.5%	3.0	3.1	6.6	0.94	1322	-1.0%	-2.6	1155
COc1ccc(/C=N/Nc2nc3ccccc3[nH]2)cc1OC	-5%	-0.48	-0.22	-0.19	-0.16	i	2	10%	9.8%	4.1	0.8	7.4	-1.7	1351	-3.8%	-0.3	1105
